BAP1 block: inhibitors of human BAP1 deubiquitinase. Q92560. recombinant BAP1, Ub-AMC hydrolysis fluorescence kinetic; active compounds read low. activity remaining (% of control), % at 20 µM. hit rate 0.48% among 72,000;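 active = activity remaining at or below 50% of control, provided the compound also passes the data quality filters; inactive = the rest, including low values that fail the filters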;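 note: 100% = DMSO wells rate and 0% = substrate alone blank rate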
Target sequence (Q92560 whole entry, looked up): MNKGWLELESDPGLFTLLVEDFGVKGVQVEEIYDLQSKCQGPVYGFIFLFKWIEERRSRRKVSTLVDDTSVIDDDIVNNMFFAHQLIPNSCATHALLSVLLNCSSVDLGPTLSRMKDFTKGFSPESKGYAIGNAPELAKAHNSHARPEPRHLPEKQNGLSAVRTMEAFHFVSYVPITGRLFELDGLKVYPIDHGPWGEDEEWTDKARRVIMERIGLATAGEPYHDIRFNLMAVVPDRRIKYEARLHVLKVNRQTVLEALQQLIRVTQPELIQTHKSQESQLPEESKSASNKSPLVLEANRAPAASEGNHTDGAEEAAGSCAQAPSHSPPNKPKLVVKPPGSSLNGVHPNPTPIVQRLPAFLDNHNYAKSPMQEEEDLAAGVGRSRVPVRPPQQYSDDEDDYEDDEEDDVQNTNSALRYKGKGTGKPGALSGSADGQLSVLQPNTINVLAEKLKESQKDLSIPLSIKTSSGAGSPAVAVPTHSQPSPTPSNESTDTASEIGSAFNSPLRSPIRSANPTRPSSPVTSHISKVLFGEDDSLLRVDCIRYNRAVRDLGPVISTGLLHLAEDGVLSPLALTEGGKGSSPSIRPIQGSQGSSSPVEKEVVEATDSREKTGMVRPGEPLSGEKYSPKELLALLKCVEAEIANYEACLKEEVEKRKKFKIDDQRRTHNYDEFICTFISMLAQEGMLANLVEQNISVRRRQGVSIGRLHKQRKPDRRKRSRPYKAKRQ
HePTP inhibitor: inhibitors of human HePTP phosphatase; P35236; recombinant HePTP phosphatase activity, OD absorbance; inhibition, % at 20 µM; hit rate 0.64% among 110,000; AID 521; in the data active = inhibition above about 50%;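 note: plate controls were vehicle for no effect and reference inhibitor for full effect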
Starred values were filed as active, the others as inactive; i = inactive; nt = not tested or not shown; & = joins results of further samples.

Results follow in this order: BAP1 block, HePTP inhibitor
CCOC(=O)c1ccc(NC(=O)CSCc2ccco2)cc1
→ 89, 2
O=C(O)CCC(=O)N1CCN(c2ccc(C(=O)c3ccc(F)cc3)cc2)CC1
→ 80, -7
CCOC(=O)c1[nH]c2c(c1C)C(=O)CC(c1ccc(N(C)C)cc1)C2 (centres undefined)
→ 86, -4
COc1cc(/C=C2\SC(=S)N(C)C2=O)ccc1OC(=O)c1cccc(C)c1
→ nt, 0
CCCOC(=O)c1ccc(NC(=O)CC(C)C)cc1
→ nt, -14
Cn1cc(C(=O)NCCN2CCN(c3ccccc3F)CC2)c2c3ccccc3n(C)c2c1=O
→ 138, -11
CC1=C(C(=O)Nc2ccccc2C)C(c2ccccc2Br)NC(=O)N1 (centres undefined)
→ nt, 2
CCc1c(C)nc2ncnn2c1N1CCCC(C(=O)NCCc2ccc(OC)cc2)C1 (centres undefined)
→ 95, -5
COc1cc(/C=C2\SC(=NCc3ccccc3)N(Cc3ccccc3)C2=O)cc(Br)c1O
→ nt, 7
O=C(NCc1ccc(Cl)cc1)c1ccc(I)cc1
→ nt, -16
Cc1n[nH]c(C)c1S(=O)(=O)N1CCCC(C(=O)NCc2cccs2)C1 (centres undefined)
→ 103, 7
C=CCOc1ccc(/C=C/C(=O)c2ccc(Cl)cc2)cc1
→ nt, -1
COc1cccc(C(=O)Nc2ccc(NC(=O)c3ccco3)nc2)c1
→ 97, 9
CC(C)(C)NC(=O)c1nn2c(c1Cl)NC(c1ccco1)CC2C(F)(F)F (centres undefined)
→ 182, nt
CCN(CCCNC(=O)C1CCN(S(=O)(=O)CC)CC1)c1ccccc1
→ 91, 10
COC(=O)c1c(NC(=O)CC2NCCNC2=O)sc2c1CCCC2 (centres undefined)
→ 104, 0
Cc1onc(-c2c(F)cccc2Cl)c1C(=O)OCC(=O)NCc1ccco1
→ 95, 6
O=c1[nH]cc(CN2CCOCC2)c(=O)[nH]1
→ 85, 3
CCOc1ccc(-c2nc3sc4c(c3c(=O)[nH]2)CCCC4)c2ccccc12
→ nt, 9
CN(C)c1ccc(-c2nc3n(n2)C(c2cccnc2)C2=C(CC(C)(C)CC2=O)N3)cc1 (centres undefined)
→ 93, 1
Cc1c(C)c2c(C)[nH]nc2oc1=O
→ 96, 5
O=C(CC1Oc2ccccc2NC1=O)NC1CCCC1 (centres undefined)
→ 88, 4
Cc1ccc(C(=O)Nc2ccccc2CO)cc1
→ nt, 3
COc1ccc(OC)c(NC(=O)c2sc3ccccc3c2Cl)c1
→ nt, -9
CCN(C(=O)c1ccccc1Cl)c1ccccc1
→ 104, 1&0
COc1ccc2c(c1OC)C(=O)OC2Nc1cccc(C)n1 (centres undefined)
→ nt, -19
O=C(c1c(Cl)cccc1Cl)N(Cc1ccccc1)c1ccccn1
→ nt, 9
O=C(Nc1ccccc1O)c1cc(S(=O)(=O)N2CCOCC2)ccc1Cl
→ 98, 5
N#C/C(=C\c1ccc(F)cc1)c1nn(CCO)c(N)c1C#N
→ nt, -6
CC1=C(C(=O)OCc2ccccc2)C(c2cccc(O)c2)C2=C(CC(C)(C)CC2=O)N1 (centres undefined)
→ 91, nt
COc1ccc(-n2c(O)c(/C=N/n3cnnc3)c3ccccc3c2=O)cc1
→ 74, 2
O=C(Nc1ccccc1Cl)c1cncc(Br)c1
→ nt, -10
O=C(NC1=NCCS1)c1cc(-c2ccccc2)nn1-c1ccccc1
→ 111, -6
Cc1ccc(CN2C(=O)CCC2C(=O)NC2CC2)cc1 (centres undefined)
→ 91, 2
Cc1ccc2oc(-c3cc(N)ccc3Cl)nc2c1
→ 109, 9
CCOC(=O)/C=C1\SCC(=O)N1Cc1ccc(Br)cc1
→ 91, -7
CCCCn1nnnc1SCC(=O)Nc1ccc2c(c1)OCCO2
→ 84, 5
c1ccc(CNCCN2CCNCC2)nc1
→ 106, 6
COCCSc1ccccc1C(=O)N1CCCC1
→ 94, -1
Cc1c(Cl)cccc1NC(=O)CN1C(=O)CSc2ncccc21
→ 95, 0
Cc1onc(-c2ccccc2)c1C(=O)Nc1nc(-c2ccc(F)c(F)c2)cs1
→ 61, 9
CSc1nc2ccccc2n1CC(=O)Nc1c(C)n(C)n(-c2ccccc2)c1=O
→ 121, 3
CCOC(=O)/C(C#N)=C/c1c(OCC)n(CC)c2ccccc12
→ nt, -8
Cc1ccc(Cl)cc1NC(=O)c1cc(Cl)ccc1Cl
→ nt, 3
CN(C(=O)c1ccc(F)cc1)C1CCCCC1
→ nt, -7
O=C(Nc1ccccc1C(=O)c1ccccc1)c1ccccc1Br
→ nt, 3
COc1ccccc1-n1c(SCC(=O)N2CCOCC2)nc(O)c(Cc2ccccc2)c1=O
→ 90, -7
O=C(NCCCN1CCN(c2cccc(Cl)c2)CC1)C1CCC(=O)N1Cc1ccccc1Cl (centres undefined)
→ 106, 2
CC(=O)Nc1[nH]c(O)c2ccccc12
→ 59, nt
O=C1CC(N2CCN(c3ccc(F)cc3)CC2)C(=O)N1c1cc(Cl)cc(Cl)c1 (centres undefined)
→ nt, -3

Reformatted: entries from further up
| BAP1 block | HePTP inhibitor | canonical_smiles |
| --- | --- | --- |
| 106 | 2 | O=C(NCCCN1CCN(c2cccc(Cl)c2)CC1)C1CCC(=O)N1Cc1ccccc1Cl (centres undefined) |
| nt | 3 | Cc1ccc(Cl)cc1NC(=O)c1cc(Cl)ccc1Cl |
| 61 | 9 | Cc1onc(-c2ccccc2)c1C(=O)Nc1nc(-c2ccc(F)c(F)c2)cs1 |
| nt | 3 | O=C(Nc1ccccc1C(=O)c1ccccc1)c1ccccc1Br |
| 90 | -7 | COc1ccccc1-n1c(SCC(=O)N2CCOCC2)nc(O)c(Cc2ccccc2)c1=O |
| 59 | nt | CC(=O)Nc1[nH]c(O)c2ccccc12 |
| nt | -3 | O=C1CC(N2CCN(c3ccc(F)cc3)CC2)C(=O)N1c1cc(Cl)cc(Cl)c1 (centres undefined) |

(more compounds)
compound	BAP1 block	HePTP inhibitor
Nn1c(SCC(=O)Nc2ccc(Oc3ccccc3)cc2)nnc1C1CC1	89	3
NC(=O)c1cccc2c(=O)oc3ccccc3c12	105	0
CCOC(=O)C(C(C)=O)c1c(Br)c(O)c(O)c2c(C(=O)c3ccc(C)cc3)coc12 (centres undefined)	37*	10
O=C(/C=C/c1ccc(Cl)cc1)Nc1cccnc1	nt	10
Cc1ccc(CNC(=O)Cn2ccc3ccccc3c2=O)o1	105	3
Cc1nc2sc3c(c2c2nc(-c4ccco4)nn12)CCCC3	nt	8
O=C(NC1CCCC1)C1CCCN(S(=O)(=O)c2ccc(-n3cnnn3)cc2)C1 (centres undefined)	96	-5
CCOc1ncccc1C(=O)OCc1ccc(C(=O)OC)o1	92	6
CCOc1ccc(NC(=O)c2c(NC(=O)CCC(=O)O)sc3c2CCCC3)cc1	nt	-3
CCOC(=O)c1ccc(N=c2sc(C(=O)OC)cc(=O)n2Cc2ccco2)cc1	83	8
Cc1[nH]n(-c2ccc(Br)cc2)c(=O)c1C=Nc1ccc(S(=O)(=O)Nc2nccs2)cc1	nt	4
Cc1cc(NC(=O)c2cc(S(=O)(=O)N3CCCCC3)ccc2C)n(-c2ccccn2)n1	nt	10
COc1ccc(CN(C#N)c2nc(SC)nc(N(C)C)n2)cc1	95	8
O=C(NCCc1ccccc1)c1ccccc1Cl	151	nt
CCOC(=O)N1CCC(N2Cc3cccc(C(=O)N4CCN(C5CCCCC5)CC4)c3C2=O)CC1	94	3
Cc1n[nH]c(=S)n(/N=C/c2ccccn2)c1=O	98	2&-4
Cc1ccc(NC(NC=O)C(Cl)(Cl)Cl)c(C)c1 (centres undefined)	nt	-9
Cc1cc(C)n(CC(O)Cn2c3ccccc3c3ccccc32)n1 (centres undefined)	nt	12
CC(=O)c1ccc(N2CCN(S(=O)(=O)c3ccccc3)CC2)c(F)c1	nt	9
COc1ccc(N(C(=O)Cn2nnc3ccccc32)C(C(=O)NCc2ccco2)c2ccc(C)o2)cc1 (centres undefined)	124	4
Cn1c(C(=O)NCc2cccs2)cc2c(=O)n(C)c3ccccc3c21	97	-7
COc1ccc(-n2cnnc2SCc2ncc(-c3ccccc3)o2)cc1	127	9
CCOc1ccc(Cc2nnc(N)s2)cc1OCC	78	-9
CC(C)Cc1nnc(NC(=O)c2cccc(Cl)c2)s1	122	nt
CCCS(=O)(=O)N1CCC(C(=O)NCCCN(CC)c2cccc(C)c2)CC1	103	-11
CCOC(=O)N1CCN(C(=O)/C(=C\c2cccs2)NC(=O)c2cccs2)CC1	nt	7
CCC(=O)N(CCC1(c2ccccc2)CCOC(C)(C)C1)c1ccc(OC)c(OC)c1 (centres undefined)	nt	5
CCOC(=O)C(=CNc1cc(Cl)ccc1Cl)C(=O)OCC	nt	-5
COc1ccc(OCC(=O)Nc2ccc(-c3nc4ccccc4o3)cc2)cc1	70	nt
Cc1nnc(N/N=C/c2ccc(O)cc2)[nH]c1=O	nt	2

Individual results from above.
`Cc1nnc(N/N=C/c2ccc(O)cc2)[nH]c1=O` in HePTP inhibitor reads 2
`CCOc1ccc(Cc2nnc(N)s2)cc1OCC` in HePTP inhibitor reads -9

Next section:
compound	BAP1 block	HePTP inhibitor
FC(F)(F)c1cc(CO[C@H]2CCCN[C@H]2c2ccccc2)cc(C(F)(F)F)c1	90	nt
Cc1ccc2c(c1)NC(c1ccc3c(c1)OCO3)C1=C(CC(c3ccccc3)CC1=O)N2 (centres undefined)	nt	6
Clc1ccc2c(c1)c1ccccc1n2CN1CCOCC1	90	-1
C=CCNC(=O)CNS(=O)(=O)c1ccc(F)cc1	122	9
Cc1ccc(C(=O)OCc2cc3ccccc3[nH]c2=O)cc1	78	-13
CCOC(=O)c1c(C)[nH]c(C(=O)COC(=O)C2CC(=O)N(Cc3ccccc3)C2)c1C (centres undefined)	104	4
Cc1cccc(C)c1NC(=O)c1cccc([N+](=O)[O-])c1	nt	7
N#Cc1c(N)nc(SC2CCCCC2=O)c(C#N)c1-c1ccco1 (centres undefined)	nt	13
COC(=O)c1cc(S(=O)(=O)NC2CCN(Cc3ccccc3)CC2)cn1C	100	4
CCc1ccc(S(=O)(=O)Nc2ccc(OC(=O)c3ccc(Cl)cc3)cc2)cc1	nt	2
O=C(Nc1ccc(Cl)cc1)C1CC1(c1ccccc1)c1ccccc1 (centres undefined)	nt	-6
O=C(NCc1ccncc1)Nc1ccc(F)cc1	86	5
CN(CC(=O)Nc1sccc1C#N)C1CCCCC1	nt	6
Cc1ccccc1NS(=O)(=O)c1ccc2[nH]cc(C(=O)NCCCN3CCOCC3)c(=O)c2c1	nt	1
Nc1cc(C(=O)c2ccc(Cl)c(N)c2)ccc1Cl	nt	-4
c1ccc(-c2noc(CN3CCN(c4ccccc4)CC3)n2)cc1	98	-6
Cc1ccc(-c2nc(CS(=O)CC(=O)NCCN3CCOCC3)c(C)o2)cc1 (centres undefined)	96	6
CC(C)CCNC(=O)C1CCN(c2nc3ccccc3o2)CC1	105	8
O=C(Nc1cccnc1)c1ccccc1Oc1ccccc1	106	7&3
COCCNC(=O)c1c(N)n(/N=C/c2cccs2)c2nc3ccccc3nc12	i	3
Cc1noc(C)c1COC(=O)c1cccc(S(=O)(=O)N2c3ccccc3CC2C)c1 (centres undefined)	59	1
Cc1cccc(NC(=O)c2ccccc2NC(=O)c2ccc([N+](=O)[O-])cc2)c1	67	nt
COc1cccc(S(=O)(=O)NCc2ccc(C(=O)NCc3ccco3)cc2)c1	nt	7
O=C(NCCCO)c1nc2ccccc2s1	123	1
COc1ccc(O)c(-c2c(-c3ccc(Cl)cc3)n[nH]c2C)c1	89	-7&-5
O=C(c1nnc(Cc2ccc(Cl)cc2)o1)N1CCc2ccccc2C1	85	-1
O=C(Nc1ccccc1Oc1ccccc1)c1cc2cc([N+](=O)[O-])ccc2oc1=O	nt	-3
COc1ccc(Cl)cc1NC(=O)c1cnc2n(c1=O)CCS2	94	8
CCOC(=O)C(CCC(=O)CC(C)C)C(=O)OCC	nt	-2
CCOc1ccc2cc(C#N)c(SCC(=O)N3CCCC3)nc2c1	nt	-2

Whole records, looked up by structure. Values in the order: BAP1 block | HePTP inhibitor
Cn1c(C(=O)NCc2cccs2)cc2c(=O)n(C)c3ccccc3c21 as listed: 97 | -7
CCCCn1nnnc1SCC(=O)Nc1ccc2c(c1)OCCO2 as listed: 84 | 5
Nn1c(SCC(=O)Nc2ccc(Oc3ccccc3)cc2)nnc1C1CC1 as listed: 89 | 3

More compounds:
compound	BAP1 block	HePTP inhibitor
CN1CCc2c(n(CC(O)CN3C(=O)c4ccccc4S3(=O)=O)c3ccccc23)C1=O (centres undefined)	154	3
O=C(O)CCCCC(=O)NC1=NCCS1	nt	6
OC(CN1CCN(c2ccccc2)CC1)c1c[nH]c2ccccc12 (centres undefined)	106	6
Cc1ccc(S(=O)(=O)N/N=C2/CCCc3c2[nH]c2ccccc32)cc1	nt	7
O=C(O)CN1C(=O)/C(=C2\SC(=S)N(C(Cc3ccccc3)C(=O)O)C2=O)c2ccccc21 (centres undefined)	nt	5
CC(NC(=O)c1csc2ccccc12)C1CCCO1 (centres undefined)	55	5
COc1cccc(C(=O)N2N=C(c3cccnc3)CC2(O)C(F)(F)F)c1 (centres undefined)	nt	-1
Cc1ccc(C)c(Cn2c(CN(C)Cc3ccccc3)nc3c2c(=O)n(C)c(=O)n3C)c1	82	1
Cc1ccc(S(=O)(=O)N2CCN(C(=O)CSc3nnc(-c4ccco4)o3)CC2)cc1	73	6
Cc1ccc(NC2OCC(O)C(O)C2O)cc1[N+](=O)[O-] (centres undefined)	116	nt

High-throughput results deposited in PubChem by several laboratories.
